GLA spleen mod – qHTS Assay for Inhibitors and Activators of Human alpha-Galactosidase From Spleen Homogenate; Alpha-galactosidase A (Homo sapiens), P06280; human spleen homogenate, 4MU-alpha-Gal fluorescence, 40 min; Potency, µM (highest dose often 80 µM), inactives show top-dose activity change, negative = inhibition, hits mostly inhibitors; actives 0.008% (n = 240,000); AID 2107, 2009;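 further: 0% = enzyme with vehicle and -100% = no enzyme basal signal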
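qHTS titration in buffer at pH 5.0. Alpha-galactosidase activity in spleen homogenate was measured via 4-methylumbelliferone release from 1 mM fluorogenic substrate after 40 min at 37C and a pH 10 stop. AC50 came from Hill fits of control-normalized data.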
GAA glycogen mod – qHTS Assay for Inhibitors and Activators of Human alpha-Glucosidase Cleavage of Glycogen; recombinant GAA, glycogen substrate, Amplex Red glucose oxidase fluorescence; Potency, µM (series often up to 76.4 µM), inactives show top-dose activity change, negative = inhibition, most hits filed as inhibitors; Lysosomal alpha-glucosidase (Homo sapiens), P10253; AID 2100, 2009; actives 0.38% (n = 300,000);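 further: 0% = full enzyme reaction and -100% = no-enzyme basal signal; the screen sought inhibitors and activators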
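qHTS, 1536-well; enzyme 4 nM final; cpd up to 77 uM; substrate bovine liver glycogen 30 ug; 50 mM citrate/phosphate pH 5.0, 0.01% Tween-20; 37 C, 40 min; Amplex Red detection 45 min RT; Hill fit → AC50.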
SMN2 splice up – qHTS Assay for Enhancers of SMN2 Splice Variant Expression; Potency, µM (titrated, usually from 46.1 µM), for inactives: at the top dose activity change, positive = activation, actives largely listed as activators; actives 2.8% (n = 210,000); AID 1458, 2008; HEK293 SMN2-luciferase splicing reporter, luminescence, 30-36 h; further: % of control where 0% means no effect; nearly all actives have a fitted effect of over 55% in size
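HEK293 cells carry an SMN2 […]–luciferase reporter in which exon 7 inclusion puts luciferase in frame. Cells were plated 10-12 h before compound addition, then incubated 30-36 h at 37C. ONE-Glo luminescence was read; sodium butyrate at 4.5 mM final served as control.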
GAA inh – qHTS Assay for Inhibitors of Human alpha-Glucosidase as a Potential Chaperone Treatment of Pompe Disease; Lysosomal alpha-glucosidase (Homo sapiens), P10253; purified human GAA, 4-MU-alpha-glucoside fluorescence; Potency, µM (top dose mostly 76.9 µM), without a hit: at the highest dose activity change, negative = inhibition, usual class: inhibitors; actives 0.005% (n = 200,000); AID 1466, 2008;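 further: plate controls were uninhibited enzyme wells for no effect and no-enzyme background for full effect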
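AC50 values come from Hill fits of compound titrations (up to 77 uM) against 4 nM human enzyme. Substrate 4-methylumbelliferyl-alpha-D-pyranoside at 400 uM, pH 5.0 citrate buffer, 20 min room temperature; fluorescence Ex 365/Em 440 after alkaline stop.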
GoLoco inh red – qHTS Assay for Inhibitors of RGS12 GoLoco Motif Activity (Red Fluorophore); Guanine nucleotide-binding protein G(i) subunit alpha-1 (Homo sapiens), P63096; Gai1:RGS12 GoLoco peptide FP, rhodamine, 10 min; Potency, µM (top dose mostly 61.6 µM), for inactives: at the top dose activity, negative = inhibition, actives largely listed as inhibitors; actives 0.44% (n = 230,000); AID 880, 2007; active means well fitted inhibition curve with a large enough effect, not every such curve was filed as active; inactive means no such curve, though single readings can be large or run the other way; further: on the % scale 0 is the no-effect control and ±100 the full control effect; nearly all actives have a fitted effect of over 30% in size; many of its hits are not listed in these tables
ALDH1A1 inh – qHTS Assay for Inhibitors of Aldehyde Dehydrogenase 1 (ALDH1A1); actives 7.3% (n = 220,000); Purified ALDH1A1, NADH fluorescence, propionaldehyde substrate; Potency, µM (doses to about 75.3 µM), inactives show at the highest dose activity, negative = inhibition, hits mostly inhibitors; Aldehyde dehydrogenase 1A1 (Homo sapiens), P00352; active means well fitted inhibition curve with a large enough effect, not every such curve was filed as active; inconclusive means small, poorly fitted or top-dose-only effect, or another doubt; inactive means no such curve, though single readings can be large or run the other way;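 further: plate controls were no enzyme wells and a reference inhibitor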
Target sequence (P00352 whole entry, looked up): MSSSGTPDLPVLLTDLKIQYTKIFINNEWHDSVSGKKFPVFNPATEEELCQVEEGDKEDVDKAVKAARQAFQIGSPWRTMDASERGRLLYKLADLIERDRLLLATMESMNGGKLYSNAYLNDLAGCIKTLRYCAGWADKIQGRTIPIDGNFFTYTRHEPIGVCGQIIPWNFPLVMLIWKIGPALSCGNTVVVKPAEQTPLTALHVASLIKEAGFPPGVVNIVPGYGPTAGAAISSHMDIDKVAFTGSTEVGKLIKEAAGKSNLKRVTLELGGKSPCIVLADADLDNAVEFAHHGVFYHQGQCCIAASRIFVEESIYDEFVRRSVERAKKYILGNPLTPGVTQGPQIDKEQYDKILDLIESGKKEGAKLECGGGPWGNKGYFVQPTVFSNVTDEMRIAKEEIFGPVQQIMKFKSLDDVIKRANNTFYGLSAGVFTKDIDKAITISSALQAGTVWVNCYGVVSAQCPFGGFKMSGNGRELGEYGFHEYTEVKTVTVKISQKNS
GAA spleen mod – qHTS Assay for Inhibitors and Activators of Human alpha-Glucosidase From Spleen Homogenate | Lysosomal alpha-glucosidase (Homo sapiens), P10253 | human spleen homogenate, 4-MU-alpha-glucoside fluorescence | Potency, µM (titrated, usually from 79.9 µM), for the others: at the highest dose activity change, negative = inhibition, hits mostly inhibitors | actives 0.006% (n = 240,000);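 further: 0% = enzyme with vehicle and -100% = no enzyme basal signal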
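Human spleen homogenate (1 ug) with 4-methylumbelliferyl-alpha-D-glucopyranoside (1 mM final) in 50 mM citrate/phosphate pH 5.0, 0.01% Tween-20; 40 min at 37 C. Stopped at pH 10; 4-MU fluorescence Ex 365/Em 440 nm; AC50 by Hill fit.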
JMJD2E inh – qHTS Assay for Inhibitors of Human Jumonji Domain Containing 2E (JMJD2E); actives 1.6% (n = 230,000); Potency, µM (series often up to 57.1 µM), for inactives: at the highest dose activity change, negative = inhibition, usual class: inhibitors; Lysine-specific demethylase 4E (Homo sapiens), B2RXH2; JMJD2E catalytic domain, FDH-coupled NADH fluorescence (FDH is formaldehyde dehydrogenase); active means well fitted inhibition curve with a large enough effect, not every such curve was filed as active; inconclusive means small, poorly fitted or top-dose-only effect, or another doubt; inactive means no such curve, though single readings can be large or run the other way;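 further: 0% = wells with enzyme and -100% = buffer wells without enzyme; nearly all actives have a fitted effect of over 50% in size; many of its hits are not listed in these tables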
Target sequence (B2RXH2 1-337 limits assumed): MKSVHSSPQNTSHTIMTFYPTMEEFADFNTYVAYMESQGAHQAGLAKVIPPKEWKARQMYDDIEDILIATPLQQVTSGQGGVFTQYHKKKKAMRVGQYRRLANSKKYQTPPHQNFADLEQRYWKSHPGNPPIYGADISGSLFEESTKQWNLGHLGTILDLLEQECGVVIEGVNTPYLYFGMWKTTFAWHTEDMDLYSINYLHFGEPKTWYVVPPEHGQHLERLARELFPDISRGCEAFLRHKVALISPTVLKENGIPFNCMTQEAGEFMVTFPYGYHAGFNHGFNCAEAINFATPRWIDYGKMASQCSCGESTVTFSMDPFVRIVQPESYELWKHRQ
An asterisk follows results filed as active; ? = inconclusive; . = no result given; & = joins results of further samples; [ ] = another dose, or the depositor's remark. Unless noted, the call rests on the fitted dose curve; in most records, active means well fitted curve in the direction sought with a large enough effect; inconclusive means small, poorly fitted or top-dose-only effect, or another doubt; inactive means no such curve, though single readings can be large; an effect the other way counts as inactive or inconclusive. Potency means the concentration at half of the fitted maximal effect.

no.	molecule	GLA spleen mod	GAA glycogen mod	SMN2 splice up	GAA inh
1	COCCOC(=O)C1=C(N)Oc2c(c(=O)oc3ccccc23)C1c1ccncc1 (stereo not given)	-3%	-3%	-3%	2%
2	COC[C@H]1OC(=O)c2coc3c2[C@@]1(C)C1=C(C3=O)[C@H]2CCC(=O)[C@@]2(C)C[C@H]1OC(C)=O	2%	.	.	.
3	Cn1cccc1/C=C1\C(=O)NC(=O)N(Cc2ccccc2)C1=O	4%	4%	.	.
4	C=C1C(=O)O[C@@H]2C[C@@H](C)[C@@H]3C4OC4C(=O)[C@@]3(C)[C@@H](O)[C@H]12 (stereo not given in full)	0%	1%	.	.
5	COc1ccc(C2(C#N)CCN(C)CC2)cc1	0%	-5%	1%	6%
6	CCCCC/C=C\C/C=C\C/C=C\C/C=C\CCCC(=O)NC1CC1	2%	.	.	.
7	CC(=O)O[C@@H]1[C@H]2CC[C@@H]3[C@]1(C[C@@H](OC(C)=O)[C@@]1(O)C([C@@H]4O[C@@H]4C1(C)C)[C@]3(C)O)C[C@@]2(C)O (stereo not given in full)	0%	3%	-34%[inhibitor]	0%[15.4 µM]
8	O=C1NC(=O)C(=Cc2coc3ccccc3c2=O)C(=O)N1	0%	-2%	-3%	2%
9	COc1ccccc1/C=N/N=C(/N)N[N+](=O)[O-]	0%	10%	4%	-12%
10	CN1CCC(n2nccc2N)CC1	-5%	1%	?	-5%
11	N/C(=N\[N+](=O)[O-])NCCCC(NC(=O)CNC(=O)c1ccccc1)C(=O)O (stereo not given)	2%	3%	-7%	6%
12	CCN(CC)P(=O)(Oc1ccccc1)Oc1ccccc1	-6%	0%	.	.

no.	GoLoco inh red	ALDH1A1 inh	GAA spleen mod	JMJD2E inh
1	8%	-4%	-3%	-9%
2	-1%	28µM*	-3%	11µM*
3	14%	.	6%	-10%
4	6%	.	-11%	13%
5	-5%	-2%	-2%	8%
6	-2%	?	3%	.
7	-4%	5%	2%	8%
8	16%	3.5µM*	8%	20µM*
9	14%	7%	-6%	?
10	6%	7%	?	2%
11	4%	7%	2%	-3%
12	-12%	.	-5%	4%

Continuation:
no.	molecule	GLA spleen mod	GAA glycogen mod	SMN2 splice up	GAA inh
13	O=C(c1ccc(Cl)cc1)C1CCCN(Cc2cccc3cccnc23)C1 (stereo not given)	-15%	-6%	.	-3%
14	Cc1ccc(N/N=C/c2c(O)n(-c3ccccc3)c(=O)[nH]c2=O)cc1	0%	?	-54%[inhibitor]	-1%
15	CCOC(=O)c1sc(N=Nc2c(O)[nH]c(=O)[nH]c2=O)c(C(=O)OCC)c1C	2%	8%	-1%	-5%
16	CC(C)NS(=O)(=O)c1ccc(OCC(=O)N2CCN(C)CC2)cc1	6%	-3%	-19%	-1%[15.4 µM]
17	CCCCOP(=O)(CN1CCOCC1)OCCCC	3%	14%	7%	1%
18	CCCCn1c(O)c(C(=O)/C=C/c2ccc3c(c2)OCO3)c(=O)[nH]c1=O	-1%	9%	.	.
19	CCOC(=O)C(NC(=O)CCl)(Nc1ccc(C(O)(C(=O)OCC)C(F)(F)F)cc1)C(F)(F)F (stereo not given)	8%	2%	2%	7%
20	Cc1csc(N2CCc3ccccc32)n1	6%	2%	?	-2%
21	Cc1ccccc1C1=NCC(=O)N(CC(=O)N2CCCCC2)c2sc(C)c(C)c21	-1%	-10%	-15%	?
22	CCOC(=O)C1(CCOc2ccccc2)CCN(Cc2ccc(C)s2)CC1	2%	-11%	-34%[inhibitor]	-11%
23	CCCCOc1ccc(CC2C(=O)N(C)C(=O)N(C)C2=O)cc1	-10%	4%	-11%	-4%
24	COc1cc2c(cc1O)C[C@H]1c3c(cc(OC)c(O)c3-2)CCN1C	7%	.	.	.

no.	GoLoco inh red	ALDH1A1 inh	GAA spleen mod	JMJD2E inh
13	-3%	?	-17%	-39%
14	13%	11µM*	-24%	-23%
15	56%[activator]	29%	-2%	0%
16	-11%	19%	9%	5%
17	-1%	12%	-4%	4%
18	13%	.	-6%	3%
19	8%	4%	4%	-2%
20	7%	6%	4%	1%
21	-1%	?	-23%	-3%
22	13%	-5%	-10%	-26%
23	-54%	13%	-3%	3%
24	-35%	?	13%	?

Additional compounds:
no.	molecule	GLA spleen mod	GAA glycogen mod	SMN2 splice up	GAA inh
25	Oc1ccc(Cl)cc1Sc1cc(Cl)ccc1O	2%	.	-16%[9.22 µM]	.
26	COc1ccc(CCNCc2ccc(C)s2)cc1OC	-3%	6%	3%	5%
27	Cc1nn(C)c(C)c1/C=C1/CC2C3CC=C4CC(O)CCC4(C)C3CCC2(C)C1=O (stereo not given)	-4%	5%	-10%	-5%
28	O=C1NCN(c2ccccc2)C12CCN(CCCOc1ccc(F)cc1)CC2	11%&2%&1%	.	6%&-2%	.
29	CCCCCn1c(=O)c(C(=O)Nc2cnccn2)c(O)c2ccccc21	-8%	-8%	-42%[inhibitor]	11%
30	Cn1cccc1/C=C1\C(=O)NC(=O)N(Cc2ccco2)C1=O	-3%	10%	-15%	1%
31	CC(C)c1ccc(N=Nc2c(O)[nH]c(=O)[nH]c2=O)cc1	-13%	12%	.	.
32	C[C@H]1C(=O)O[C@H]2CCN3CC=C(COC(=O)[C@](C)(O)[C@@]1(C)O)C23 (stereo not given in full)	0%	.	.	.
33	C(#CCN1CCCCC1)COCc1ccccc1	-5%	15%	.	1%
34	CCCCOCC1CO1 (stereo not given)	-6%	.	?	.
35	COc1cc(C2SCC(=O)Nc3c2c(C)nn3-c2ccccc2)cc(OC)c1OC (stereo not given)	4%	-17%	-5%	1%
36	Cc1ccc2c(c1)C(c1ccccc1)NCC(=O)N2 (stereo not given)	12%	1%	-14%	-6%

no.	GoLoco inh red	ALDH1A1 inh	GAA spleen mod	JMJD2E inh
25	5%[14.2 µM]	?	-9%	.
26	-3%	2%	.	-2%
27	10%	1%	-5%	-5%
28	1%&-1%&-9%	7%&-1%&6%	1%&1%&-6%	7%
29	14%	1%	2%	8%
30	9%	?	-1%	-20%
31	15%	.	-1%	-6%
32	-2%	0%	3%	-3%
33	1%	1%	-2%	-1%
34	-6%	-4%	3%	.
35	-20%	2%	-1%	13%
36	6%	-4%	-13%	4%

3 compounds picked at random from those above:
no.	molecule	GLA spleen mod	GAA glycogen mod	SMN2 splice up	GAA inh
34	CCCCOCC1CO1 (stereo not given)	-6%	.	?	.
32	C[C@H]1C(=O)O[C@H]2CCN3CC=C(COC(=O)[C@](C)(O)[C@@]1(C)O)C23 (stereo not given in full)	0%	.	.	.
35	COc1cc(C2SCC(=O)Nc3c2c(C)nn3-c2ccccc2)cc(OC)c1OC (stereo not given)	4%	-17%	-5%	1%

no.	GoLoco inh red	ALDH1A1 inh	GAA spleen mod	JMJD2E inh
34	-6%	-4%	3%	.
32	-2%	0%	3%	-3%
35	-20%	2%	-1%	13%

Additional results
no.	molecule	GLA spleen mod	GAA glycogen mod	SMN2 splice up	GAA inh
37	CN1C(=O)C(=Cc2ccc(N(C)C)c([N+](=O)[O-])c2)C(=O)N(C)C1=O	-4%	-7%	-15%	0%
38	CCOC(=O)c1c(NC(NC(=O)CF)C(Cl)(Cl)Cl)sc2c1CCCC2 (stereo not given)	-9%	?	-14%	-6%
39	Cc1ccc2c(c1)C1CN(C)CCC1N2C(=O)c1cn(-c2ccccc2)nc1-c1ccccc1 (stereo not given)	-5%	1%	-27%	-8%
40	O=C1NC(=S)NC(=O)C1C1CCCCC1	18%	4%	.	.
41	CCOC(=O)C1SC2(C(F)(F)F)CC1(O)c1c(C)cc(C)nc1O2 (stereo not given)	-3%	-9%	12%	0%
42	CCOc1cc(C=O)ccc1O	-1%	.	-7%	.
43	CC(NC(=O)Cc1cccc2ccccc12)C(=O)N1CCC(=O)CC1 (stereo not given)	3%	-11%	-22%	-2%
44	CC1CCN(C(=O)N2c3ccccc3Sc3ccccc32)CC1	-5%	4%	-35%[inhibitor]	-4%
45	COP(=O)(OC)C(Nc1ccccn1)c1ccccc1 (stereo not given)	-5%	10%	?	0%
46	COc1cc(C2C(C#N)=C(N)OC3=C2C(=O)CC(C)(C)C3)ccc1OC(=O)N1CCOCC1 (stereo not given)	12%	3%	-9%	-11%
47	CC(C)NC(=O)COC(=O)c1ccc(S(=O)(=O)N2CCCC2)cc1	-5%	1%	-14%	-3%

no.	GoLoco inh red	ALDH1A1 inh	GAA spleen mod	JMJD2E inh
37	54%[activator]	?	0%	6%
38	-7%	?	2%	-8%
39	6%	3%	-1%	5%
40	-15%	.	-6%	-29%
41	2%	2%	3%	9%
42	-21%	25µM*	2%	.
43	1%	-4%	3%	2%
44	4%	6%	-7%	0%
45	0%	?	-8%	-3%
46	-11%	?	4%	-3%
47	-16%	7%	-4%	6%

Structural class, the entries above containing a cyano group
no.	molecule	GLA spleen mod	GAA glycogen mod	SMN2 splice up	GAA inh
5	COc1ccc(C2(C#N)CCN(C)CC2)cc1	0%	-5%	1%	6%
46	COc1cc(C2C(C#N)=C(N)OC3=C2C(=O)CC(C)(C)C3)ccc1OC(=O)N1CCOCC1 (stereo not given)	12%	3%	-9%	-11%

no.	GoLoco inh red	ALDH1A1 inh	GAA spleen mod	JMJD2E inh
5	-5%	-2%	-2%	8%
46	-11%	?	4%	-3%

Source: PubChem (National Center for Advancing Translational Sciences (NCATS))

Only part of the results is shown, so the mix of outcomes need not match the whole.
